Source: PubChem BioAssay
S100A4 inh HTS: inhibitors of human S100A4 binding to myosin IIA peptide; inhibition, % at 10.7 µM; 360,000 tested, 0.14% active; P26447; S100A4/TAMRA-MyoIIA peptide fluorescence polarization;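 active = mean inhibition of at least 70% across replicates, with every replicate also reaching that level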
Target sequence (P26447 whole entry, looked up): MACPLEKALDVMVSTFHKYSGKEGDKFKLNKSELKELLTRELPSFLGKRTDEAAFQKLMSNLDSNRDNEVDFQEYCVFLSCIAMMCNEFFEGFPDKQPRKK
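Compound dosing: one dose per compound; test system: human S100A4 monomer with TAMRA-labelled myosin IIA peptide; probe or stimulus: TAMRA-labelled myosin IIA heavy-chain peptide probe, 5 nM; medium: HEPES buffer with Ca2+, pH 7.2; schedule: 5 min incubation before reading; benchmarks: neutral control DMSO, positive control TFP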
Cneo AK release: Cryptococcus neoformans lysis via adenylate kinase release | C. neoformans lysis, adenylate kinase release luminescence, 4 h; normalised: neutral wells 0, clomiphene wells 100 | lysis activity, % at 15 µM | 360,000 tested, 0.2% active | AID 651654;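 active = mean lysis activity across replicates of at least 80%, whatever share of replicates individually reach that level; inactive = mean lysis activity below 80%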
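Material: C. neoformans cells; Schedule: 4 h static compound exposure, 37 °C, read 1 h post-reagent; Measured by: adenylate kinase release luminescence; Read-out: signal increase indicating cell lysis; Controls: Clomiphene as positive lysis control.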
LGR2 inh: blocks bursicon-induced cAMP signaling via Drosophila LGR2. HEK293 LGR2, CRE-luciferase, bursicon-stimulated, 4 h. inhibition, % at 9.99 µM. 380,000 tested, 0.35% active. AID 720647;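 active = drop in luminescence signal, shown as inhibition above about 50% in the replicate tests, limit read from the data, passing the limit was not always enough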;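 note: agonist challenge used bursicon conditioned medium at about half maximal strength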
Statin myotox sup: protects C2C12 myotubes from simvastatin toxicity. ATP luminescence, 48 h; scaled: DMSO 0, geranylgeraniol control 100. 330,000 tested, 0.78% active. rescue of ATP level, % at 7.49 µM;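 active = mean ATP rescue above about 67%, or every replicate alone reaching that limit, limit read from the data, passing the limit was not always enough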;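 note: myotubes were challenged with 10 µM simvastatin during compound exposure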
PGC1a acetyl inh: PGC1a acetylation modulation, inhibitor mode. 350,000 tested, 0.17% active. U2OS PGC1a acetylation, AlphaScreen anti-acetyl-lysine; with virally co-expressed GCN5 acetyltransferase. AID 651687. inhibition, % at 15.6 µM;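 active = every replicate shows inhibition of at least 40%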;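 note: 0% = neutral control wells and 100% = positive control wells; some results beyond the cut were filed as inactive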
SIRT5 block: inhibitors of human sirtuin-5 desuccinylase | Q9NXA8 | Purified SirT5, succinyl-peptide AMC, trypsin-coupled fluorescence | inhibition, % at 15 µM | 330,000 tested, 1.1% active; in the data active = inhibition above about 15%
Target sequence (Q9NXA8 whole entry, looked up): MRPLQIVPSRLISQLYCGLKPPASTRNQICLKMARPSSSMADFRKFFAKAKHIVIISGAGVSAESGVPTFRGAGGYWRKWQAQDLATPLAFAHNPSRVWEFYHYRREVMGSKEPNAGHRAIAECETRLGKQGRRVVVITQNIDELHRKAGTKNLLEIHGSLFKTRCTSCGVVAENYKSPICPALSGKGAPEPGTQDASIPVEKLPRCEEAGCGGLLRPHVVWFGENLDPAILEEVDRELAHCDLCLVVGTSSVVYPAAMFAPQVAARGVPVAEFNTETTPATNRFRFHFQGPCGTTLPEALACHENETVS
ERAP1 HTS inh: inhibitors of human ERAP1 aminopeptidase | recombinant ERAP1, Leu-AMC fluorescence, 60 min | inhibition, % at 10.7 µM | 340,000 tested, 0.15% active;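 active = mean replicate inhibition of at least 30%, or all replicates individually reaching that 30% level; inactive = mean below 30% and not every replicate reaching it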;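 note: 0% = neutral control wells and 100% = L-leucinethiol positive control wells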
Xi reactivation: reactivates the inactive X chromosome in mouse fibroblasts; activation, % at 7.58 µM; 360,000 tested, 0.055% active; XiGFP mouse fibroblasts, % GFP-positive cells imaging, 3 d; cells co-treated with 5-aza-dC sensitizer; scaled so ellipticine positive control = 100%; AID 743238;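 active = mean normalized replicate activation at least 10% and every replicate at or above 10%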;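 note: 0% = median of on-plate neutral control wells and 100% = ellipticine 6 µM median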
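System: 68-5-11 XiGFP fibroblast line; Timing: 3 days compound exposure; Compound dosing: one concentration, pinned; Benchmarks: positive control ellipticine, 6 µM final; Buffer or medium: DMEM containing 5-aza-dC.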
The depositor's hits bear a star; nt = no result given; & = joins results of further samples.

Results follow in this order: LGR2 inh, Statin myotox sup, Cneo AK release, S100A4 inh HTS, SIRT5 block, PGC1a acetyl inh, ERAP1 HTS inh, Xi reactivation
> N#C/C(=N\Nc1cccc(F)c1)C(=N)N1CCCCCC1
→ 4, nt, nt, -21, nt, -8, -1, -0.1
> CCc1nnc(NS(=O)(=O)c2ccc(NC(=O)/C=C/c3ccc(OC)cc3OC)cc2)s1
→ 3, 2, 1, -1, 5, 9, -2, -0.1
> O=C(Cc1ccncc1)NCC[C@@H]1CC[C@@H](NC(=O)C2CCOCC2)[C@@H](CO)O1
→ 6, -10, -2, 102*, -3, -7, 0, 0.0
> C[C@@H]1CN([C@H](C)CO)C(=O)Cc2cc(NS(=O)(=O)c3ccc(F)cc3)ccc2O[C@H]1CN(C)S(=O)(=O)c1ccc(F)cc1
→ -3, -6, 3, -8, 3, -9, -1, 0.1
> O=S(=O)(c1ccccc1)N1CCN(C(=S)NCc2ccccc2)CC1
→ 4, 10, -2, -2, 3, -11, -2, 0.2
> COc1cccc(Cn2cnc3c(sc4nc(C)cc(C)c43)c2=O)c1
→ -19, 38, -1, -6, -3, nt, -4, 0.0
> C/C(=N\NC(=O)c1ccccc1C)c1cccnc1
→ 12, 1, 0, -7, -4, -5, 2, -0.1
> Cc1ccc(S(=O)(=O)N(C)Cc2ccc(C(=O)N/N=C/c3ccc(OC(F)F)cc3)cc2)cc1
→ 1, nt, -2, 1, -1, 28, 1, -0.1
> O=C(N[C@H]1CCC(=O)N([C@H](CSc2ccccc2)Cc2ccccc2)CC1)OCc1ccccc1
→ -6, 8, 3, 1, 0, nt, -2, 0.0
> Oc1c(C=C2N=c3ccccc3=N2)sc(=S)n1-c1ccc2ccccc2c1
→ -39, nt, 1, -2, -5, 8, nt, nt
> Cc1ccc(S(=O)(=O)N2CCC(NC(=O)c3ccccc3)CC2)cc1
→ -5, nt, nt, 2, -6, nt, 2, 0.0
> COC(=O)c1ccc2c(=O)[nH]c(COC(=O)c3c(-c4ccccc4Cl)noc3C)nc2c1
→ 1, -17, nt, -4, 2, nt, -3, 0.0
> Cc1cccc(N=C2NC(=O)/C(=C/c3cccnc3)S2)c1
→ -5, nt, nt, 6, -3, nt, 0, 0.0
> N#C[C@H]1[C@@H](c2ccc(C3=CCCC3)cc2)[C@@H](CO)N1C(=O)Nc1ccccc1F
→ 16, 5, -5, 7, 0, 12, 0, 0.0
> CCc1ccc(NC(=O)C(C)Sc2nc(-c3ccco3)c(C#N)c(=O)[nH]2)cc1 (configuration not stated)
→ -6, 2, -1, -13, 6, -6, 0, 0.4
> COc1cc(C(=O)Nc2cccc(NC(=O)c3ccccc3)c2)cc(OC)c1OC
→ -16, -17, -3, -6, -5, 6, 3, 0.4
> C/C=C/c1ccc2c(c1)[C@@H]1[C@@H](CCN1C(=O)Cc1cccnc1)[C@@H](CO)N2C
→ 7, -2, 30, 9, 2, -1, -3, 0.0
> CCOc1ccc(NC(=O)COc2ccc3c(c2)CCC3)cc1OC
→ -8, -1, -7, 0, -1, 2, -3, 0.1
> CCOC(=O)c1c(-c2ccccc2)csc1NC(=O)c1ccc(N2C(=O)CCC2=O)cc1
→ 0, -36, 0, -2, -1, 4, 2, nt
> CN1CCN(C2CN(CCc3ccccc3)S(=O)(=O)C2)CC1 (configuration not stated)
→ -1, 0, -1, -2, 0, -4, nt, -0.1
> C[C@H](CO)N1C[C@H](C)[C@@H](CN(C)C(=O)Nc2cc(F)ccc2F)Oc2cc(-c3cccc(C#N)c3)ccc2S1(=O)=O
→ 12, -7, 2, 64, -13, -5, 0, -1.1
> CS(=O)(=O)N1CC(=O)N2[C@H](C1)[C@@H](c1ccc(Br)cc1)[C@@H]2CO
→ 5, nt, nt, 4, -2, 9, 2, 0.0
> Cc1cnc(C(=O)OC(C)C(=O)c2c(C)[nH]c3ccccc23)cn1 (configuration not stated)
→ -8, 9, 0, -1, 0, 3, 7, 0.6
> CC1=C(C(=O)OCc2ccccc2)C(c2cccc([N+](=O)[O-])c2)NC(=O)N1CCCCCC(=O)O (configuration not stated)
→ -5, -12, 4, 9, 1, nt, -11, -0.1
> COc1cccc(CNCCO)c1OCc1ccccc1
→ 23, nt, nt, -5, -3, nt, -4, 0.2
> COCC(=O)Nc1ccc2c(c1)[C@@H]1C[C@@H](CC(=O)O)O[C@@H](CO)[C@@H]1O2
→ 4, -2, 2, -5, 0, 8, -1, 0.3
> COc1ccc(S(=O)(=O)N(C)C[C@H]2Oc3ccc(NC(=O)CCN4CCOCC4)cc3CC(=O)N([C@H](C)CO)C[C@@H]2C)cc1
→ 0, 13, 1, -10, -2, 3, 5, -1.0
> COc1ccc(C2C3=C(CC(C)(C)CC3=O)Oc3ncn(CCO)c(=N)c32)cc1OC (configuration not stated)
→ 7, -19, -2, nt, nt, -2, nt, nt
> CCCNC(=O)[C@@H]1[C@@H](CO)[C@@H]2Cn3c(ccc(-c4ccncc4)c3=O)[C@@H]2N1C(=O)c1ccccc1F
→ -2, -4, -3, 3, -67, nt, -10, 0.0
> Cc1cc(C(=O)N/N=C/c2cccc3ccccc23)c(C)o1
→ -44, -42, 1, 0, 5, 6, -1, nt
> COc1ccc(-c2csc(NC(=S)NC(=O)/C=C/c3ccc(C(C)C)cc3)n2)cc1OC
→ 10, -8, 4, 0, -5, nt, -2, 0.0
> CC1CN(CCc2ccccc2)C(C)C/C1=N/O (configuration not stated)
→ -2, nt, nt, -4, -2, nt, 3, -0.1
> CNC(=O)C[C@H]1CC[C@H]2[C@@H](COc3ccc(NC(=O)c4cccc(OC)c4)cc3C(=O)N2C)O1
→ 11, 15, -5, -2, -2, 1, nt, 0.1
> CC(C)c1cccc(-c2csc(C(C)(O)c3ccc(F)c(F)c3)n2)c1 (configuration not stated)
→ -11, -51, 0, 11, -3, -12, 3, 0.0
> CCOC(=O)c1c(C)c(-c2ccccc2)n(CC(=O)NCCCN(CC)CC)c1C
→ 17, nt, nt, 0, -3, nt, 1, 0.0
> O=C(C1CCCC1)N1CC(=O)N2[C@H](CO)[C@@H](c3ccc(C#CC4CCCC4)cc3)[C@H]2C1
→ 6, nt, nt, -5, 0, 5, -1, 0.0
> Cc1noc(C)c1S(=O)(=O)Nc1ccc2c(c1)CC(=O)N([C@@H](C)CO)C[C@@H](C)[C@H](CN(C)C(=O)Nc1ccc(C(F)(F)F)cc1)O2
→ -2, 39, 2, -1, -2, 5, 1, 0.0
> CC(C)c1ccc(/C=C2\NC(=O)NC2=O)cc1
→ -6, -26, -3, 0, 2, nt, 8, 0.0
> CCOc1ccc(CCN2C(=S)N([C@@H](Cc3ccc(O)cc3)CN3CCC[C@@H]3CN3C(=S)NC[C@@H]3CC(C)C)C[C@@H]2Cc2ccccc2)cc1
→ -5, 8, -1, -3, nt, 3, nt, -0.1
> O=C(NC1CCCCC1)Oc1ccccc1
→ 17, nt, nt, -1, -7, nt, 2, 0.1
> COc1ccc(C(=O)Nc2ccccc2C(=O)Nc2cccc(C)n2)cc1
→ -19, -15, -1, -8, 12, nt, -1, -0.1
> NC(=O)CCCSc1nc2ccccc2[nH]1
→ -7, nt, nt, 0, -5, 6, -4, 0.0
> COc1cccc(NC(=O)Cn2c(=O)n(CCC(=O)NC3CCN(Cc4ccccc4)CC3)c(=O)c3ccccc32)c1
→ -27, nt, nt, 8, -2, -2, 0, 0.0
> Cn1c(C(=O)c2ccccc2[N+](=O)[O-])nc2ccccc21
→ -20, nt, nt, -2, 0, nt, 1, 0.0
> COc1cccc(/C=N/NC(=O)C(=O)NCc2ccco2)c1O
→ 7, 2, -3, nt, nt, 2, nt, nt
> Cc1ccnc(SCC(=O)Nc2cccc(S(=O)(=O)N3CCOCC3)c2)n1
→ -2, -14, 2, 0, nt, 3, 0, 0.0
> CCOC(=O)N(C)C[C@H]1OCc2cn(nn2)CCCC(=O)N([C@@H](C)CO)C[C@@H]1C
→ 0&-7, -12, -2, 3&1, -6&-3, -4, 1&2, -0.1&0.1
> Cc1noc(C)c1S(=O)(=O)Nc1ccc2c(c1)C(=O)N([C@H](C)CO)C[C@H](C)[C@@H](CN(C)C(=O)Nc1ccc3c(c1)OCO3)OCCCC[C@H](C)O2
→ 0, nt, 2, 0, 0, 6, 0, -1.2

Eleven compounds already listed, ordered by count of non-hydrogen atoms, high to low:
Results follow in this order: LGR2 inh, Statin myotox sup, Cneo AK release, S100A4 inh HTS, SIRT5 block, PGC1a acetyl inh, ERAP1 HTS inh, Xi reactivation
> Cc1noc(C)c1S(=O)(=O)Nc1ccc2c(c1)C(=O)N([C@H](C)CO)C[C@H](C)[C@@H](CN(C)C(=O)Nc1ccc3c(c1)OCO3)OCCCC[C@H](C)O2
→ 0, nt, 2, 0, 0, 6, 0, -1.2
> CCOc1ccc(CCN2C(=S)N([C@@H](Cc3ccc(O)cc3)CN3CCC[C@@H]3CN3C(=S)NC[C@@H]3CC(C)C)C[C@@H]2Cc2ccccc2)cc1
→ -5, 8, -1, -3, nt, 3, nt, -0.1
> Cc1noc(C)c1S(=O)(=O)Nc1ccc2c(c1)CC(=O)N([C@@H](C)CO)C[C@@H](C)[C@H](CN(C)C(=O)Nc1ccc(C(F)(F)F)cc1)O2
→ -2, 39, 2, -1, -2, 5, 1, 0.0
> COc1cccc(NC(=O)Cn2c(=O)n(CCC(=O)NC3CCN(Cc4ccccc4)CC3)c(=O)c3ccccc32)c1
→ -27, nt, nt, 8, -2, -2, 0, 0.0
> O=C(C1CCCC1)N1CC(=O)N2[C@H](CO)[C@@H](c3ccc(C#CC4CCCC4)cc3)[C@H]2C1
→ 6, nt, nt, -5, 0, 5, -1, 0.0
> CCOC(=O)N(C)C[C@H]1OCc2cn(nn2)CCCC(=O)N([C@@H](C)CO)C[C@@H]1C
→ 0&-7, -12, -2, 3&1, -6&-3, -4, 1&2, -0.1&0.1
> CC(C)c1cccc(-c2csc(C(C)(O)c3ccc(F)c(F)c3)n2)c1 (configuration not stated)
→ -11, -51, 0, 11, -3, -12, 3, 0.0
> COc1cccc(/C=N/NC(=O)C(=O)NCc2ccco2)c1O
→ 7, 2, -3, nt, nt, 2, nt, nt
> CC1CN(CCc2ccccc2)C(C)C/C1=N/O (configuration not stated)
→ -2, nt, nt, -4, -2, nt, 3, -0.1
> CC(C)c1ccc(/C=C2\NC(=O)NC2=O)cc1
→ -6, -26, -3, 0, 2, nt, 8, 0.0
> O=C(NC1CCCCC1)Oc1ccccc1
→ 17, nt, nt, -1, -7, nt, 2, 0.1

Only part of the results is shown; rates above refer to the full screens.
